Mtb FBA inh – inhibitors of M. tuberculosis fructose-bisphosphate aldolase | purified M. tuberculosis FBA, fluorescence read-out | AID 588726 | actives 2.3% (n = 360,000) | inhibition, % at 1 µM | P9WQA3; in the data active = inhibition above about 27%;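 also: 0% = vehicle and 100% = reference inhibitor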
Target sequence (P9WQA3 whole entry, looked up): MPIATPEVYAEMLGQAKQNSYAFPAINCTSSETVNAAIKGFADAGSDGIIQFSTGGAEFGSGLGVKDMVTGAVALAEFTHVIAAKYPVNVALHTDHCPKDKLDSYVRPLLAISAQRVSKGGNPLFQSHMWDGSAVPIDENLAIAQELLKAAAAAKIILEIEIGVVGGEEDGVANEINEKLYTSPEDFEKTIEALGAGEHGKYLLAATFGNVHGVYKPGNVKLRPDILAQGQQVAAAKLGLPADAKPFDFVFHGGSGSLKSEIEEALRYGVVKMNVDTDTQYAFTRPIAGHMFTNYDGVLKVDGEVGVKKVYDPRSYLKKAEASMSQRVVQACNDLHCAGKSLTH
BH1578 lux ind – inducers of Vibrio cholerae quorum light production without autoinducers | V. cholerae BH1578 lux reporter, luminescence, 6 h | activation, % at 18.7 µM | actives 0.16% (n = 350,000); in the data active = activation mostly above about 9.7%, no sharp cut-off; also: not every result past the cut was called active; inactives centre near 0; reference of the scale not given here
SSB-PriA inh – K. pneumoniae PriA-SSBct interaction inhibition. AlphaScreen SSBct-PriA binding, biotinylated peptide. inhibition, % at 33 µM. actives 0.6% (n = 430,000). AID 1272365; in the data active = inhibition mostly above about 37%, no sharp cut-off; inactive = mostly below about 20%;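 also: plate controls were negative control peptide for no effect and reference peptide for full effect; strong numbers were not always called active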
VHR inh abs – inhibitors of human VHR1 phosphatase (DUSP3); P51452; recombinant VHR phosphatase, pNPP absorbance; inhibition, % at 13.3 µM; actives 0.52% (n = 290,000); AID 1654; in the data active = inhibition above about 50%; also: some compounds called inactive have numbers as strong as hits
Target sequence (P51452 whole entry, looked up): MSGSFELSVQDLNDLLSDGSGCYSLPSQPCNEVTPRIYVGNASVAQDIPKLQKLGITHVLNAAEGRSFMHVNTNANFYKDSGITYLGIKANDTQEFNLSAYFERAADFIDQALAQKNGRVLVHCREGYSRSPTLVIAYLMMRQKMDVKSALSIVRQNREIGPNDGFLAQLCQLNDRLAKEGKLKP
Rv3671c inh – inhibits the M. tuberculosis serine protease Rv3671c. P9WHR9. inhibition, % at 5.96 µM. actives 0.048% (n = 320,000); in the data active = inhibition above about 38%;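 also: extracellular domain of Rv3671c used as enzyme; 0% = enzyme with DMSO and 100% = no enzyme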
BioA inh – inhibitors of Mycobacterium tuberculosis BioA enzyme; purified M. tuberculosis BioA enzyme, plate reader; inhibition, % at 9.99 µM; actives 0.096% (n = 360,000); AID 602481; in the data active = inhibition above about 40%
UGM FP inh – inhibitors of M. tuberculosis UDP-galactopyranose mutase. inhibition, % at 10 µM. purified UGM, fluorescence polarization probe displacement. P9WIQ1. actives 0.06% (n = 320,000); in the data active = inhibition above about 10%, passing the limit was not always enough
Target sequence (P9WIQ1 whole entry, looked up): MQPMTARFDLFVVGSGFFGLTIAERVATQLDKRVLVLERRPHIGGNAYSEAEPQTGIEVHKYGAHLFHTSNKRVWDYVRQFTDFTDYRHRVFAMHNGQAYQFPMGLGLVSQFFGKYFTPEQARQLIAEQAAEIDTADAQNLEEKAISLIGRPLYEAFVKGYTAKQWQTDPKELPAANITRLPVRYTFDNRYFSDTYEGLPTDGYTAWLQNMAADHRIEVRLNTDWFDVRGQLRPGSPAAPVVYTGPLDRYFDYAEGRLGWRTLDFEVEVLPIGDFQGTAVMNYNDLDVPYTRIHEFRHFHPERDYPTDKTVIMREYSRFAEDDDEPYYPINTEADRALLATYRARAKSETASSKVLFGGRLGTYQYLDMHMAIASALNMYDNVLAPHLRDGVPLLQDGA
SARS 3CLpro inh – SARS-CoV 3CLpro protease inhibition; recombinant SARS-CoV 3CLpro, quenched FRET peptide cleavage; inhibition, % at 6 µM; actives 0.14% (n = 290,000); AID 1706; in the data active = inhibition above about 12%
GDH-TPI inh – counter-screen for M. tuberculosis FBA inhibitors: GDH-TPI coupled enzymes; actives 1.2% (n = 360,000); AID 588335; inhibition, % at 4.8 µM; GDH-TPI coupled enzyme counterscreen, NADH absorbance; in the data active = inhibition above about 30%;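 also: 0% = DMSO wells and 100% = wells lacking the enzyme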
MazEF act – increases E. coli MazEF RNase cleavage of RNA. P0AE70. FAM/BHQ RNA-DNA oligo cleavage fluorescence, 5 h. activation, % at 20 µM. actives 0.32% (n = 350,000); in the data active = activation above about 50%
Target sequence (P0AE70 whole entry, looked up): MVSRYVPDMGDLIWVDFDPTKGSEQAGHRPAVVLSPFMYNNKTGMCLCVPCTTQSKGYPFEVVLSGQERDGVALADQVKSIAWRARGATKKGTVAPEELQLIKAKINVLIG
Starred values were filed as active, the others as inactive; & = joins results of further samples. A portion of the library; count on the stated rates, not on these rows.

Preview, 2 compounds:
Screening CC1CCN(c2nc3ccccc3nc2N2CCC(C)CC2)CC1 returned VHR inh abs -3.4, Rv3671c inh 5.3, UGM FP inh 0.9 and SARS 3CLpro inh 1.9.
For COc1cc(/C=N/n2cnnc2)ccc1OC(=O)c1ccncc1 the results were Mtb FBA inh -1.4, BH1578 lux ind inactive, VHR inh abs 25.8, Rv3671c inh 3.1, BioA inh 0.6, UGM FP inh -2.5, SARS 3CLpro inh 2.4, GDH-TPI inh 18.4 and MazEF act -0.5.

The list itself, from the start:
Screening CC1CCN(c2nc3ccccc3nc2N2CCC(C)CC2)CC1 returned VHR inh abs -3.4, Rv3671c inh 5.3, UGM FP inh 0.9 and SARS 3CLpro inh 1.9.
For COc1cc(/C=N/n2cnnc2)ccc1OC(=O)c1ccncc1 the results were Mtb FBA inh -1.4, BH1578 lux ind inactive, VHR inh abs 25.8, Rv3671c inh 3.1, BioA inh 0.6, UGM FP inh -2.5, SARS 3CLpro inh 2.4, GDH-TPI inh 18.4 and MazEF act -0.5.
Screening COc1cc(C2Sc3ccccc3NC3=C2C(=O)OC3)cc(OC)c1OC (configuration not stated) returned Mtb FBA inh 3.5, BH1578 lux ind inactive, SSB-PriA inh -3.1, VHR inh abs 0.0, Rv3671c inh -9.2, BioA inh 3.9, UGM FP inh 2.8, SARS 3CLpro inh -1.2, GDH-TPI inh 3.4 and MazEF act 2.2.
`CC(C)c1ccc(-c2nc(N3CCCCC3)[nH]c(=O)c2C#N)cc1` gave Mtb FBA inh -2.5, BH1578 lux ind -0.3, SSB-PriA inh -7.0, VHR inh abs 4.3, Rv3671c inh 5.2, BioA inh -0.7, UGM FP inh -2.1, SARS 3CLpro inh 2.3, GDH-TPI inh 7.7 and MazEF act 2.3.
CCCCOCCCN1C(C)=CC(=C2C(=O)NC(=S)NC2=O)C=C1C was read as Mtb FBA inh 1.0, BH1578 lux ind -2.3, SSB-PriA inh 1.1, VHR inh abs 13.6, Rv3671c inh 0.7, BioA inh -1.9, UGM FP inh -2.6, SARS 3CLpro inh -2.2, GDH-TPI inh 5.3 and MazEF act 6.3.
O=C(NCc1ccco1)c1ccccc1-c1ccccc1 was read as Mtb FBA inh -3.5, BH1578 lux ind -0.3, SSB-PriA inh 3.9, VHR inh abs 5.7, Rv3671c inh 1.2, BioA inh -0.4, UGM FP inh -1.2, SARS 3CLpro inh 0.9, GDH-TPI inh -4.4 and MazEF act 2.9.
`COc1cc(C(=O)OCc2cc(=O)c(O)co2)ccc1OC(F)F` gave Mtb FBA inh 2.1, BH1578 lux ind -0.1, SSB-PriA inh 2.4, VHR inh abs -11.5, Rv3671c inh 6.2, UGM FP inh 2.4, SARS 3CLpro inh 2.3, GDH-TPI inh -1.5 and MazEF act 7.3.
For COC(=O)C1=C(c2ccc(Cl)c(C(F)(F)F)c2)C[C@@H]2CC[C@H]1N2C(=O)NCc1ccco1 the results were Mtb FBA inh -0.3, BH1578 lux ind -0.4, SSB-PriA inh -10.1, Rv3671c inh 5.9, BioA inh -0.8, UGM FP inh -2.2, GDH-TPI inh 8.1 and MazEF act 2.0.
For COc1cccc(-c2cnc(C(O)c3ccc(C)c(F)c3)[nH]2)c1 (configuration not stated) the results were Mtb FBA inh -0.2, BH1578 lux ind inactive, BioA inh 0.8 and GDH-TPI inh 12.4.
For CC(=O)c1ccc(S(=O)(=O)N2Cc3ccccc3CC2C(=O)O)cc1 (configuration not stated) the results were Mtb FBA inh 1.8, BH1578 lux ind -0.7, SSB-PriA inh -8.3, VHR inh abs 20.1, Rv3671c inh -26.7, BioA inh -0.2, UGM FP inh -0.6, SARS 3CLpro inh -2.7, GDH-TPI inh -6.2 and MazEF act -3.8.
Screening O[C@@H]1C[C@H](c2ccccc2)N(CC2CCCCC2)C[C@H]1n1cc(C2CC2)nn1 returned Mtb FBA inh 0.9, BH1578 lux ind inactive, BioA inh 0.6, GDH-TPI inh 2.4 and MazEF act 4.1.
Screening O=C(CCl)Nc1c[nH]c(=O)[nH]c1=O returned Mtb FBA inh -1.9, BH1578 lux ind inactive, SSB-PriA inh -10.0, VHR inh abs -10.0, SARS 3CLpro inh -3.5, GDH-TPI inh -7.1 and MazEF act 10.4.
Screening C=CCC1=C/C(=C\c2c(N)n3nc(CC(=O)N4CCCC4)sc3nc2=O)C=C(OC)C1=O returned Mtb FBA inh -2.5, BH1578 lux ind inactive, VHR inh abs 10.4, Rv3671c inh -0.7, BioA inh -4.5, UGM FP inh -28.9, SARS 3CLpro inh -0.9, GDH-TPI inh 7.6 and MazEF act 37.6.
Screening Cc1ccc(OCC(=O)N2CCC(N3CCCCCC3)CC2)cc1 returned Mtb FBA inh -1.1, BH1578 lux ind inactive, SSB-PriA inh 10.3, VHR inh abs -0.1, Rv3671c inh 1.9, BioA inh 0.0, UGM FP inh -3.9, SARS 3CLpro inh 5.5, GDH-TPI inh 1.5 and MazEF act -3.3.
For Cc1cnc(NC(=O)c2ccco2)s1 the results were Mtb FBA inh -1.3, BH1578 lux ind -0.4, SSB-PriA inh -22.0, VHR inh abs 6.4, Rv3671c inh -3.1, BioA inh 0.5, UGM FP inh 1.1, SARS 3CLpro inh 1.4, GDH-TPI inh 14.1 and MazEF act -12.2.
For CN(C)S(=O)(=O)N1CCN(C(=O)c2ccc3c(c2)OCO3)CC1 the results were Mtb FBA inh -2.7, BH1578 lux ind -0.2, SSB-PriA inh -5.0&-1.0&-3.2, VHR inh abs -6.8, Rv3671c inh -2.8, UGM FP inh 2.7, SARS 3CLpro inh -2.9, GDH-TPI inh -1.5 and MazEF act -0.5.
`CCN(CCn1cccn1)C(=O)CC1C(=O)NCCN1CC1CCCCC1` (configuration not stated) gave Mtb FBA inh 1.1, BH1578 lux ind -0.5, SSB-PriA inh 2.3, VHR inh abs 29.3, Rv3671c inh -5.3, UGM FP inh 0.3, SARS 3CLpro inh -0.1, GDH-TPI inh -2.5 and MazEF act -0.9.
Screening N#C/C(=C/c1ccc(N2CCCCC2)o1)C(=O)Nc1ccc2ccccc2c1 returned Mtb FBA inh -17.4, BH1578 lux ind -0.5, SSB-PriA inh -13.3, VHR inh abs -6.9, SARS 3CLpro inh 1.8, GDH-TPI inh 3.2 and MazEF act -133.4.
Screening CC1(C)CC(=O)c2sc(NC(=O)CN3C(=O)CCC3=O)nc2C1 returned Mtb FBA inh 3.0, BH1578 lux ind -0.2, SSB-PriA inh -10.8, VHR inh abs -6.0, Rv3671c inh 15.7, BioA inh -0.4, UGM FP inh 3.4, SARS 3CLpro inh -5.0, GDH-TPI inh 31.8* and MazEF act -3.3.
`COc1ccc(C(=O)C2CCN(C(=O)Nc3ccccc3C)CC2)cc1` gave Mtb FBA inh -2.4, BH1578 lux ind 3.5, SSB-PriA inh -9.2, VHR inh abs 21.5, Rv3671c inh 1.9, BioA inh -0.3, UGM FP inh 0.5, SARS 3CLpro inh 0.0, GDH-TPI inh 3.5 and MazEF act 8.4.
`C#CCOCCOCCOCCNc1nc(N2CCOCC2)nc(N2CCN(C(=O)CCCCCCCCCCNC(=O)Cn3cc(CCCCCN)nn3)CC2)n1` gave Mtb FBA inh 5.3, BH1578 lux ind -0.6, SSB-PriA inh -2.2, Rv3671c inh -3.2, BioA inh -0.3, UGM FP inh 2.1, GDH-TPI inh 6.3 and MazEF act 2.0.
Screening O=C(Nc1ccccc1)c1cc(S(=O)(=O)N2CCSCC2)ccc1Cl returned Mtb FBA inh 1.3, BH1578 lux ind -0.3, SSB-PriA inh -2.5, VHR inh abs -11.0, Rv3671c inh -1.4, BioA inh -0.4, UGM FP inh -1.2, SARS 3CLpro inh 1.6, GDH-TPI inh 0.0 and MazEF act 7.3.
For O=C(COC(=O)c1cc(Br)c(Br)s1)NCCC1=CCCCC1 the results were Mtb FBA inh -1.4, BH1578 lux ind -0.4, SSB-PriA inh 3.2, VHR inh abs 16.9, Rv3671c inh -3.6, BioA inh -3.3, UGM FP inh 2.4, SARS 3CLpro inh -4.9, GDH-TPI inh 11.1 and MazEF act -10.4.
For C=CCn1c(C)cc(C2=NNC(=NC(C)(C)C)SC2)c1C the results were Mtb FBA inh 2.0, BH1578 lux ind -0.3, SSB-PriA inh 31.6, VHR inh abs 0.1, Rv3671c inh 13.6, UGM FP inh -2.8, SARS 3CLpro inh -1.7, GDH-TPI inh 19.3 and MazEF act 1.8.
Screening O=C1/C(=C/c2ccco2)N=C(N2CCCCC2)N1c1ccccc1 returned Mtb FBA inh 0.6, BH1578 lux ind -0.5, SSB-PriA inh -4.0, VHR inh abs 11.9, Rv3671c inh 4.3, BioA inh 1.0, UGM FP inh -2.3, SARS 3CLpro inh 1.9, GDH-TPI inh 5.9 and MazEF act -4.7.
CC1=C(C(=O)Nc2ccccc2)SCCO1 was read as Mtb FBA inh 3.4, BH1578 lux ind inactive, SSB-PriA inh -18.9, VHR inh abs 0.1, Rv3671c inh 10.5, BioA inh -0.5, UGM FP inh 0.0, SARS 3CLpro inh -2.6, GDH-TPI inh 6.3 and MazEF act -1.2.
For CCOC(=O)Cc1csc(NC(=O)CSc2nc(=O)[nH]c3c2CCC3)n1 the results were Mtb FBA inh 1.2, BH1578 lux ind -14.3, SSB-PriA inh -6.8, Rv3671c inh -4.2, BioA inh -1.1, UGM FP inh 0.4, GDH-TPI inh 2.1 and MazEF act 2.1.
Cc1ccc(/C(O)=C2\C(=O)C(=O)N(CCCN3CCOCC3)C2c2ccccc2F)cc1 (configuration not stated) was read as Mtb FBA inh 0.5, BH1578 lux ind 0.8, BioA inh -0.3, GDH-TPI inh 17.7 and MazEF act -8.4.
For O=C(CC1C(=O)NCCN1Cc1ccccc1C(F)(F)F)NCCN1CCCCC1=O (configuration not stated) the results were Mtb FBA inh -0.8, BH1578 lux ind inactive, SSB-PriA inh -12.3, VHR inh abs 10.7, Rv3671c inh 6.3, BioA inh -7.6, UGM FP inh 0.6, SARS 3CLpro inh -0.5, GDH-TPI inh -3.6 and MazEF act 4.4.
For N#CCCN(C(=O)COC(=O)c1cc(=O)[nH]c2ccccc12)c1ccccc1 the results were Mtb FBA inh 7.1, BH1578 lux ind 0.0, SSB-PriA inh -5.3, Rv3671c inh -6.7, BioA inh -3.0, UGM FP inh 0.3, GDH-TPI inh 14.2 and MazEF act 2.5.
`O=S(=O)(NCc1ccccc1)c1ccc2ccccc2c1` gave Mtb FBA inh 3.8, BH1578 lux ind -10.0, SSB-PriA inh -7.8, VHR inh abs 20.6, Rv3671c inh 0.8, BioA inh -0.8, UGM FP inh -0.4, SARS 3CLpro inh 1.1, GDH-TPI inh 2.6 and MazEF act -4.3.
Screening CC(OC(=O)c1cc2sccc2n1C)C(=O)NCc1ccc2c(c1)OCO2 (configuration not stated) returned Mtb FBA inh -0.9, BH1578 lux ind inactive, SSB-PriA inh -7.7, VHR inh abs 0.8, Rv3671c inh -4.2, BioA inh -4.8, UGM FP inh -1.8, SARS 3CLpro inh -2.4, GDH-TPI inh 25.0 and MazEF act -15.9.
Screening CCCn1c2ccccc2c2nnc(SCC(=O)Nc3cc(C)on3)nc21 returned Mtb FBA inh 2.9, BH1578 lux ind -0.4, SSB-PriA inh -29.6, VHR inh abs -20.8, Rv3671c inh -4.0, BioA inh 0.5, UGM FP inh -2.0, SARS 3CLpro inh 7.1, GDH-TPI inh 10.7 and MazEF act 2.8.
Cc1ccc(S(=O)(=O)N2C[C@@H]3[C@H]4CC[C@H](C4)[C@@H]3[C@@H](C)[C@H]2C#N)cc1 was read as Mtb FBA inh -0.2, BH1578 lux ind -1.5, SSB-PriA inh -9.5, BioA inh -1.0, GDH-TPI inh -1.8 and MazEF act -4.2.
`COc1cccc(N2CCN(S(=O)(=O)c3ccc(-c4cnc(C5CC5)o4)cc3)CC2)c1` gave Mtb FBA inh 1.0, BH1578 lux ind inactive, SSB-PriA inh 3.8, VHR inh abs 14.9, Rv3671c inh -0.8, BioA inh -1.8, UGM FP inh -0.8, SARS 3CLpro inh 0.7, GDH-TPI inh 4.3 and MazEF act 1.5.
`S=c1[nH]nc(COc2ccccc2)n1/N=C/c1c(Cl)cccc1Cl` gave Mtb FBA inh 4.3, BH1578 lux ind inactive, VHR inh abs -2.2, Rv3671c inh 4.4, BioA inh -0.4, UGM FP inh 0.5, SARS 3CLpro inh 1.0, GDH-TPI inh -0.6 and MazEF act -1.8.

High-throughput results (PubChem BioAssay)
